Assay outcomes deposited in PubChem BioAssay by several laboratories.
Rac1 GTP hydrolysis: MgcRacGAP GTPase-activating activity inhibitors, confirmation, biochemical, ADP Hunter fluorescence; 340,000 compounds, 0.6% hits; MgcRacGAP-stimulated Rac1 GTP hydrolysis, ADP Hunter fluorescence; higher % means a stronger effect; GST-tagged Rac1 F28L mutant substrate; one-dose inhibition, % at 30 µM; IC50 in µM for titrated hits;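 active means first-screen hits whose inhibition reached a set limit at any dose in the follow-up dose series; inconclusive means inhibition above the set first-screen limit but never retested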;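 further: fluorescence reports GDP produced by GAP-driven GTP hydrolysis; strong numbers were not always called active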
Myeloid diff MLP: myeloid differentiation induction; ER-HoxA9 myeloid progenitors, lysozyme-GFP differentiation, flow cytometry; calls only at 10 µM; 360,000 compounds, 1% hits;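 active means normalized GFP-positive differentiation at or above the plate's own cutoff, the solvent-only control mean plus 3 SD; inconclusive means no clear call, values can overlap the other calls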;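 further: cells exposed to compound for four days before flow analysis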
RSV CPE inhibition: inhibition of RSV-induced cytopathic effect – HEp-2 cells, primary 10 µM value included (AID 2391) | HEp-2 cells, RSV-induced CPE inhibition; higher % means a stronger effect | one-dose CPE inhibition, % at 10 µM; IC50 in µM for titrated hits | 310,000 compounds, 0.13% hits; in the data active means a potency from the dose series; inconclusive means CPE inhibition mostly from about 23% at the one dose, without a potency; inactive means the rest, 99 in 100 with CPE inhibition below about 21%; further: strong numbers were not always called active
WT yeast gro inh: growth inhibition of WT yeast, mitochondrial fusion screen. mitochondrial fusion phenotypic screen, WT strain. inhibition, % at 10 µM. 190,000 compounds, 2.1% hits. AID 1362; in the data active means inhibition above about 58%; tested in S. cerevisiae
Salmonella PhoP GFP: PhoP-dependent GFP reporter repression – Salmonella Typhimurium, primary screen (AID 1863); S. Typhimurium PhoP-regulated promoter GFP reporter, 4 h; higher % means a stronger effect; one-dose inhibition, % at 50 µM; IC50 in µM for titrated hits; 300,000 compounds, 0.16% hits;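 active means inhibition over 29.93%, a cutoff 3 SD above the screen mean, later confirmed by dose response; inconclusive means inhibition over 29.93% but no dose response follow-up; inactive means inhibition at most 29.93% or unconfirmed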;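 further: 0% = low Mg2+ inducing control and 100% = high Mg2+ repressing control; strong numbers were not always called active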
Large T inhibition: SV40 large T antigen inhibitors, biochemical (AID 1903); inhibition, % at 20 µM, or IC50 in µM where a hit was titrated; SV40 large T antigen ATPase/helicase inhibition assay; higher % means a stronger effect; 310,000 compounds, 0.39% hits; in the data active means a potency from the dose series; inconclusive means inhibition mostly from about 32% at the one dose, without a potency; inactive means the rest, 99 in 100 with inhibition below about 32%; further: strong numbers were not always called active
T cell modulator: modulates CD8 T cell binding to vesicles. 2C CD8+ T cell-vesicle binding, flow cytometry; hits give low values. 330,000 compounds, 0.068% hits. calls only at 7 µM. AID 2052;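 active means response, share of CD8 T cells binding vesicles, and their 90th percentile fluorescence all below set limits, cut at about 80% in these data, passing the limit was not always enough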
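incubation = binding step 1.5 h, 37 °C, antibody labelling 20 min, ice | test system = 2C mouse CD8+ T cells | read-out basis = percent CD8+ FL2 mean versus row control | controls = Peptide-free naked vesicles (low) and QL9 vesicles with 0.7% DMSO vehicle (high) | detection = flow cytometry of vesicle-bound cells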
West Nile virus CPE: West Nile virus antiviral activity, cell-based, CPE readout (AID 1621); West Nile virus-infected cells, CPE inhibition; higher % means a stronger effect; CPE inhibition, % at 10 µM, or IC50 in µM where a hit was titrated; 290,000 compounds, 0.02% hits; in the data active means a potency from the dose series; inconclusive means CPE inhibition mostly from about 3.7% at the one dose, without a potency; inactive means the rest, 99 in 100 with CPE inhibition below about 2.2%; further: strong numbers were not always called active
bCat nuc transl: modulators of beta-catenin nuclear translocation; HeLa beta-catenin nuclear translocation, immunofluorescence imaging; nuclear translocation activity, % at 5 µM; 190,000 compounds, 0.3% hits; AID 1665;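 active means nuclear translocation activity above 50% at 5 µM, with a well cell count of 50 or more; inconclusive means wells under 50 cells across six images, flagged as toxic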;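 further: per-cell ratio of nuclear to cytoplasmic median beta-catenin stain intensity; plate controls were DMSO negative control for no effect and GSK-3 inhibitor IX positive control for full effect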
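System: Human HeLa cells, endogenous beta-catenin | Compound dosing: 5 µM primary, 0.02–20 µM confirmation | Timing: 24 h compound exposure at 37°C, 5% CO2 | Measured by: Fluorescence imaging of beta-catenin antibody stain plus DAPI | Read-out basis: % activation of per-cell nuclear versus cytoplasmic median beta-catenin signal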
WT yeast gro inh mutant strain: also measured in WT yeast gro inh; calls as there; inhibition, %; mitochondrial fusion phenotypic screen, mutant strain inhibition
bCat nuc transl cell count 5 µM: recorded beside bCat nuc transl, whose call it bears; cell count; measured here: cell count, cytotoxicity flag
T cell modulator vesicle-bound %: further read-out of T cell modulator, marked with its call; double positive events, %; measured here: CD8+ vesicle-bound cell fraction;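 binding gate set so that unloaded-vesicle control wells show 10% double positive cells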
Myeloid diff MLP GFP+ MAC1+ %: recorded beside Myeloid diff MLP, whose call it bears; GFP+ MAC1+ double positive, %; measured here: differentiation confirmed by MAC1 staining
The depositor's hits bear a star; i = inactive; ? = inconclusive; · = not tested or not shown.

SMILES,Rac1 GTP hydrolysis,Myeloid diff MLP,Myeloid diff MLP GFP+ MAC1+ %,RSV CPE inhibition,WT yeast gro inh,WT yeast gro inh mutant strain,Salmonella PhoP GFP,Large T inhibition,T cell modulator,T cell modulator vesicle-bound %,West Nile virus CPE,bCat nuc transl,bCat nuc transl cell count 5 µM
O=C(CCc1ccccc1)Nc1ccc2c(c1)OCCO2,-1%,i,0.5,0.7%,-10,-1,-9%,-1%,i,18,0.1%,-1.5,733
NC(=S)NNC(=O)c1ccccc1,10%,i,0.4,0.1%,-7,9,-4%,4%,i,62,0.8%,-1.1,1383
CCc1ccc2[nH]c(=O)c(CN(CCN(C)C)C(=O)Nc3ccccc3)cc2c1,10%,i,1.0,-2.5%,0,-1,1%,13%,i,52,0.1%,-1.9,790
COc1cc(/C=C/C(=O)N2CCC=CC2=O)cc(OC)c1OC,5%,?,·,-2.8%,·,·,4%,16%,i,65,·,·,·
O=C(CC1Nc2cccc3cccc(c23)NC1=O)Nc1ccc(F)cc1 (stereo unspecified),22%,i,0.2,17%,10,8,5%,15%,i,32,-0.8%,5.1,926
COc1cccc(C(=O)N/N=C2\SCC(=O)N2Cc2ccc3c(c2)OCO3)c1,1%,i,0.3,2.3%,5,9,5%,9%,i,50,-1.1%,-3.4,1130
Cc1cc(Nc2nnnn2-c2ccccc2)n(-c2ccccc2)n1,2%,i,8.5,-0.5%,-3,-18,5%,20%,i,57,1.0%,-0.4,1435
Clc1ccccc1CO/N=C1\CCCc2nonc21,3%,i,1.4,2.5%,-10,-8,0%,9%,i,4,-0.2%,-0.1,1168
O=C(NCc1ccccc1)c1cc(=O)nc2sc(-c3ccccc3)nn12,4%,i,6.3,·,1,-2,-7%,2%,·,·,0.1%,-1.0,1432
CCN(CC)P(=O)(Nc1ccc([N+](=O)[O-])cc1)c1c(C)nn(CCC#N)c1NC(=O)c1ccc(Cl)cc1 (stereo unspecified),3%,i,0.7,-0.5%,·,·,2%,7%,i,37,-0.3%,·,·
CCc1c(C)sc(NC(=O)OC)c1C(=O)N1CCOCC1,-2%,i,5.4,1.8%,-14,-10,12%,10%,i,48,-0.8%,-5.7,969
CC(C)(C)OC(=O)N[C@@H](CCCCNC(=O)OCc1ccccc1)c1nnc([C@H](CCCCNC(=O)OCc2ccccc2)NC(=O)OC(C)(C)C)o1,3%,?,·,0.7%,·,·,2%,12%,i,36,2.1%,1.3,1348
Cc1ccc(NC(=O)c2c(C(F)(F)F)nn(C)c2SCc2cccc(C(F)(F)F)c2)cc1C,4%,i,0.5,-1.8%,39,12,-2%,23%,i,19,-1.1%,·,·
CC(=O)Nc1cccc(OCc2ccc(S(=O)(=O)Cc3ccccc3)cc2)c1,-8%,i,3.4,6.0%,-7,-17,-3%,-4%,i,60,-0.8%,-2.6,529
Cn1c(C(=O)NCCCN2CCN(c3ccccc3F)CC2)cc2c(=O)[nH]c3ccccc3c21,7%,i,0.4,-0.2%,-11,-15,-4%,-1%,i,39,-0.2%,1.2,1457
CC(=O)NCCC(=O)N1CCCC(N(C)CCc2ccccc2)C1 (stereo unspecified),-7%,i,0.1,-0.4%,·,·,5%,21%,i,56,0.2%,·,·
CCCOc1ccc(Cc2c(O)nc(N)[nH]c2=O)cc1C,-9%,i,0.3,1.0%,·,·,0%,2%,i,40,-0.7%,·,·
O=C(Nc1nccs1)c1ccc(-c2cccc([N+](=O)[O-])c2)o1,3%,i,0.2,?,15,20,-2%,7%,i,53,2.9%,2.7,1126
CCOc1ccc2nc(C)cc(Nc3ccc(N4CCOCC4)cc3)c2c1,·,·,·,2.4%,9,1,3%,8%,i,50,-0.9%,-0.2,601
O=C(Cn1ncc2c([nH]c3ccccc32)c1=O)N1CCN(c2ccccn2)CC1,-11%,?,·,2.6%,·,·,-4%,-12%,i,4,1.6%,·,·
CC[C@@]12C(=O)N(c3cccc(F)c3)C(=O)N1[C@H](c1ccc(OC)cc1)[C@@H]1C(=O)N(C(C)(C)C)C(=O)[C@@H]12,5%,i,2.1,1.6%,·,·,-8%,7%,i,27,·,·,·
N/C(=N\OC(=O)CSc1ccccc1)c1ccccn1,3%,?,·,0.3%,·,·,1%,23%,i,20,-0.1%,·,·
CCOc1ccc(NC(=O)c2oc3ccccc3c2NC(=O)CC)cc1,·,·,·,0.7%,9,6,-2%,5%,i,24,·,-0.7,1345
OCCN(CCO)CC(O)CN(c1ccccc1)c1ccccc1 (stereo unspecified),5%,i,0.2,1.3%,·,·,4%,16%,i,19,-0.2%,0.1,1323
CCCNC(=O)c1ccccc1NC(=O)c1cccc(-n2cnnn2)c1,7%,i,0.0,0.4%,·,·,·,·,i,50,·,·,·
CCCC(C)NC(=O)c1cc(Cl)ccc1OC (stereo unspecified),10%,i,1.3,1.7%,-9,-13,-9%,1%,i,31,-0.3%,-2.0,1212
COc1c(Br)cc2c(C)c(C(=O)N3CCOCC3)oc2c1Br,·,·,·,18%,27,16,24%,2%,i,22,0.3%,0.1,1213
CCOC(=O)CNc1nc(OCC#N)nc(N2CCOCC2)n1,7%,i,1.1,3.0%,-14,-14,-9%,5%,i,48,-0.5%,-2.6,832
CC(=N\NC(=O)c1cc(Br)ccc1O)/C(=N/O)C(=O)Nc1ccccc1,12%,i,1.4,8.4%,·,·,2%,12%,i,13,1.0%,·,·
Cc1ccc2nc(N(CCCN(C)C)C(=O)c3ccc(S(=O)(=O)N4CCCCCC4)cc3)sc2c1,0%,i,1.0,1.7%,·,·,-2%,18%,i,10,-0.8%,·,·
Cc1[nH]nc2c1C(c1ccc(F)cc1)C1=C(CC(C)(C)CC1=O)N2 (stereo unspecified),9%,i,1.4,2.0%,6,-13,13%,14%,i,13,0.4%,·,·
Cc1nc(C)c(C(=O)N/N=C/c2c[nH]c3ccccc23)s1,5%,i,0.6,4.6%,6,-17,8%,7%,i,6,0.7%,3.0,1134
COc1ccc(Nc2nc(N)c([N+](=O)[O-])c(NCc3ccccc3)n2)cc1,1%,i,1.0,4.3%,·,·,2%,3%,i,21,0.6%,-0.6,1332
CCOC(=O)c1c(NC(=O)COC(=O)Cc2c[nH]c3ccccc23)sc(C(=O)N(C)C)c1C,1%,i,0.7,-1.8%,·,·,-1%,-4%,i,21,·,·,·
CCc1cn([C@H]2C[C@H](O)[C@@H](CO)O2)c(=O)[nH]c1=O,-4%,i,6.7,1.1%,-9,-24,-3%,8%,i,20,0.4%,-4.9,787
COc1cccc(OCCCCCN2CCOCC2)c1,4%,i,1.9,-0.8%,14,43,11%,6%,i,43,-0.7%,-1.0,756
CC(C)(C)NC(=O)CN(C(=O)C1(C)CC(=O)N=C2C=CC=CN21)C1CCCC1 (stereo unspecified),0%,i,2.2,-0.4%,15,1,2%,12%,i,10,0.6%,-3.0,884
COc1ccc(C(=O)NNC2=NCCCCC2)cc1,8%,i,0.3,0.2%,-12,3,1%,6%,i,52,-0.2%,-0.3,1467
CCOC(=O)CCNC(=O)Nc1ccc2nc(C)n(Cc3cccc(Cl)c3)c(=O)c2c1,8%,i,5.6,5.7%,17,20,18%,-6%,i,58,-0.6%,-2.6,1177
Clc1ccc2[nH]c3c(NCCCN4CCOCC4)ncnc3c2c1,21%,i,2.6,?,1,-3,1%,5%,i,29,?,2.3,1341
Cc1nc2ccccc2c(=O)n1/N=C/c1c(O)ccc2oc3c(c12)CCCC3,5%,i,0.8,4.2%,-16,2,-11%,-6%,i,48,·,2.1,1100
O=C(COC(=O)c1cccs1)Nc1cccc(S(=O)(=O)NC2=NCCCCC2)c1,0%,i,0.4,0.8%,-2,-6,3%,10%,i,32,0.3%,0.9,1058
CCC(C)C(=O)Nc1nccs1 (stereo unspecified),7%,i,0.6,-0.8%,2,6,-2%,4%,i,55,0.2%,-0.4,1036
Cc1cc(C(=O)CCC(=O)N2CCN(c3ccccc3F)CC2)c(C)s1,8%,i,0.5,4.2%,30,9,-8%,6%,i,40,-0.9%,-1.7,1083
COc1ccc(/C=N/n2cnnc2SCCO)cc1OC,13%,i,1.1,-0.5%,-1,-10,3%,7%,i,60,0.6%,·,·
N=C1/C(=C\c2ccc(-c3cccc(Cl)c3)o2)C(=O)N=C2SC=C(c3ccccc3)N12,12%,i,1.0,8.2%,0,7,0%,7%,i,51,-0.6%,-2.5,1128
Cc1ccc(C(=O)NCCSC(C)(C)C)cc1,-2%,i,0.4,2.0%,3,-2,1%,9%,i,46,1.4%,·,·
COc1cccc2cc(-c3ccnc(=S)[nH]3)oc12,·,·,·,19%,17,20,-9%,0%,i,38,-0.6%,2.2,1073
S=C(Nc1ccccc1)N1CCN(c2ccccn2)CC1,5%,i,0.2,1.0%,5,9,-2%,13%,i,60,0.3%,0.2,1061
COc1ccc(OC)c(N(CC(=O)NCCSc2ccccc2)S(C)(=O)=O)c1,2%,i,0.3,1.2%,5,-4,13%,6%,i,29,-0.2%,-3.2,1150
CCOc1ccc(CCNC(=O)COC(=O)/C=C/c2cccc(OC)c2)cc1OCC,1%,i,0.9,1.6%,·,·,-6%,15%,i,51,·,·,·
O=C1c2ccccc2C(=O)N1Cc1nc2ccccc2c(=O)n1CCN1CCOCC1,2%,i,0.3,1.6%,·,·,·,·,i,21,-0.7%,·,·

Random draw from the library; 3.6% or so of the library scored in one or more.
